Bioassay records: PubChem BioAssay, several laboratories
MEP2-GFP yeast = modulators of MEP2-GFP levels in yeast, primary screen, S. cerevisiae, multiplex flow cytometry, MLPCN library. S. cerevisiae MEP2-GFP strain, 3 h; 100% = DMSO control level. GFP response vs DMSO, % at 10 µM. 330,000 compounds, 0.51% hits;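 active = GFP response versus DMSO above a set limit, roughly screen mean plus 3 SD, cut at about 180% in these data; inconclusive = fewer than 70 cells counted for a yeast strain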;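 also: median GFP fluorescence of the barcode-gated MEP2-GFP cells per well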
AGP1 TOR yeast = modulators of AGP1-GFP expression in yeast TOR pathway, primary screen, cell-based, multiplex flow cytometry, S. cerevisiae, MLPCN library | 3 h; GFP as percent of DMSO wells | AID 2066, 2009 | 320,000 compounds, 0.02% hits | GFP response vs DMSO, % at 10 µM;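 active = GFP response relative to DMSO above a set limit, near screen average plus 3 SD, cut at about 150% in these data; inconclusive = fewer than 70 cells counted for the yeast strain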;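 also: median GFP channel fluorescence of the gated AGP1 strain per well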
RPL19A-GFP yeast = RPL19A-GFP expression modulators in yeast, primary screen, cell-based, S. cerevisiae, multiplex flow cytometry, MLPCN; S. cerevisiae RPL19A-GFP strain, 3 h; active compounds read low; percent response vs DMSO, % at 10 µM; 330,000 compounds, 0.3% hits;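 active = percent response vs DMSO below 50%; inconclusive = fewer than 70 events counted for the yeast strain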;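 also: median channel GFP fluorescence of the barcoded RPL19A-GFP strain; ratio of sample median GFP to plate DMSO average so 100% = DMSO; lower means less RPL19A-GFP as with rapamycin TOR inhibition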
CIT2-GFP yeast = modulators of CIT2-GFP expression in yeast, primary screen, S. cerevisiae, GFP fusion, multiplex flow cytometry, MLPCN library; AID 2029, 2009; GFP response vs DMSO, % at 10 µM; S. cerevisiae CIT2-GFP strain, 3 h; 100 means same as DMSO wells; 320,000 compounds, 0.065% hits;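 active = GFP response relative to DMSO above a set limit, near the screen mean plus 3 SD, cut at about 150% in these data; inconclusive = Fewer than 70 cells measured for a yeast strain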;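 also: ratio of well median GFP fluorescence to mean of DMSO wells on the plate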
AHR activator = AHR activators, primary screen, cell-based, luminescence, luciferase reporter, human | AHR-responsive luciferase reporter cells | activation, % at 5 µM | 320,000 compounds, 2.5% hits | AID 2796, 2010 | Aryl hydrocarbon receptor (Homo sapiens), P35869; in the data active = activation above about 47%;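 also: 0% = vehicle wells and 100% = reference agonist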
proCasp3 act = activators of human procaspase-3 D3A mutant, primary screen, biochemical, absorbance, PC-3 D3A mutant, single concentration. Caspase-3 (Homo sapiens), P42574. recombinant procaspase-3 D3A, Ac-DEVD-pNA absorbance 405 nm. activation, % at 8.5 µM. 330,000 compounds, 0.11% hits. AID 463141, 2010;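 active = activation above the mean of all tested compounds plus 3 SD, cut at about 21% in these data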;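 also: 0% = DMSO alone and 100% = DMSO wells spiked with extra 5 µM PC-3 D3A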
Target sequence (P42574 whole entry D9A/D28A/D175A): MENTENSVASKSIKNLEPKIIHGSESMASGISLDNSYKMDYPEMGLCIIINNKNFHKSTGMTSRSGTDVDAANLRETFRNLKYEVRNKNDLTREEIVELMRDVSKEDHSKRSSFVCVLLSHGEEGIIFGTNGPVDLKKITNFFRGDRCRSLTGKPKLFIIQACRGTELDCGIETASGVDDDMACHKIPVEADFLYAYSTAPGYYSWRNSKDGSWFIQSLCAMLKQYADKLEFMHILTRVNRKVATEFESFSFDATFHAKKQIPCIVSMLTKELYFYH
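Assay system – Procaspase-3 D3A mutant, all three cleavage aspartates alanine · Controls – DMSO-only low control, 5 µM PC-3 D3A high control · Schedule – 1 h compound preincubation, 2 h substrate hydrolysis at 25 °C · Signal – 405 nm absorbance of p-nitroaniline, reads at 0 and 120 min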
procasp7 counter = procaspase-7 activators, primary screen, counter-screen for procaspase-3 activator project, biochemical, absorbance, HTS, human; 330,000 compounds, 0.093% hits; AID 463210, 2010; activation, % at 8.5 µM; recombinant procaspase-7, Ac-DEVD-pNA absorbance 405 nm; D23A/D198A/D206A triple mutant, cannot self-cleave; scale: DMSO 0, 5 µM enzyme 100; Caspase-7 (Homo sapiens), P55210;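 active = percent activation above the screen-wide mean plus 3 SD, cut at about 25% in these data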
Target sequence (P55210 whole entry D23A/D198A/D206A): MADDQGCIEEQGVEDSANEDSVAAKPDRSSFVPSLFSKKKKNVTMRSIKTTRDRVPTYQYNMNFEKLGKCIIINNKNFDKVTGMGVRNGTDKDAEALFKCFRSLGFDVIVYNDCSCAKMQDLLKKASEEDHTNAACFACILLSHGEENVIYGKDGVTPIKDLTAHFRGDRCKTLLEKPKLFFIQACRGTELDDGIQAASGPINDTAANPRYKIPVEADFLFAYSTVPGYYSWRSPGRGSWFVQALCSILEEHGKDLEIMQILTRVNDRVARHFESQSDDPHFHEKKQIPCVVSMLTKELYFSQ
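Replicates: singlicate. Assay system: Procaspase-7 triple mutant (PC-7 D3A). Signal: 405 nm absorbance of p-nitroaniline. Times: 1 h preincubation, 2 h reaction. Buffer or medium: Zinc-free HEPES pH 7.4 with 300 mM NaCl, 0.01% Triton X-100. Also added: DEVD-pNA substrate. Benchmarks: DMSO wells as 0%, DMSO with 5 µM added PC-7 as 100%.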
LAP4 TOR yeast = modulators of LAP4-GFP expression in yeast, primary screen, S. cerevisiae, multiplex flow cytometry, MLPCN library | 3 h; median GFP as percent of DMSO wells | GFP response vs DMSO, % at 10 µM | 320,000 compounds, 0.34% hits;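 active = GFP response vs DMSO above a set limit, about the screen mean plus 3 SD, cut at about 150% in these data; inconclusive = under 70 cell events counted for the yeast strain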
* marks the source's active call; other numbers are inactive results; ? = inconclusive; . = no result given; [ ] = another dose, or the depositor's remark.

SMILES	MEP2-GFP yeast	AGP1 TOR yeast	RPL19A-GFP yeast	CIT2-GFP yeast	AHR activator	proCasp3 act	procasp7 counter	LAP4 TOR yeast
Cc1ccc2nc(-c3ccccc3)nc(SC(C)C(=O)NCc3cccs3)c2c1 (stereo unspecified)	102	91	99	95	5	-5	-1	99
CC(=O)NC1C(OCc2ccccc2)OC2COC(C)(C)OC2C1O (stereo unspecified)	106	105	99	104	-2	9	4	112
Cc1ccc(/C=C2\SC(=S)N(CCCC(=O)Nc3ccccn3)C2=O)cc1	133	92	95	94	-16	-8	0	107
COc1ccc([C@H]2/C=C\CN(Cc3ccc(N(C)C)cc3)[C@@H](C)C(=O)N2Cc2ccc(F)cc2)cc1	99	74	89	98	2	3	6	113
CCC1(C)Nc2ccccc2C(=O)N1O (stereo unspecified)	100	101	101	103	0	6	-6	101
O=c1c(F)cn(C2CCCO2)c(=O)n1Cc1ccc(Cl)cc1 (stereo unspecified)	96	92	96	96	-3	3	3	94
O=S1(=O)CCC(NC(=S)N2CCCCC2)C1 (stereo unspecified)	105	92	101	98	0	-6	5	89
Cc1ccccc1NC(=O)CN1CCc2ccccc2C1	106	96	99	100	0	11	-4	97
COc1cc(OC)cc(-c2c(C#Cc3ccsc3)c3cc(-c4ccc(OC)c(F)c4)ccc3n2C)c1	96	98	94	97	3	-3	5	94
CN1CCN(C(=O)CCN2C(=O)/C(=C\c3ccccc3F)SC2=S)CC1	110	102	93	99	-1	-5	-7	124
Cc1cc(NC(=O)CSc2nc(=O)cc(N)n2-c2ccc(F)cc2)no1	99[may fluoresce green]	100[may fluoresce green]	99[may fluoresce green]	108[may fluoresce green]	2	0	0	96[may fluoresce green]
O=C(Cc1cc(=O)[nH][nH]1)N/N=C/c1ccccc1Cl	100	97	101	97	1	1	-1	94
CC(=O)c1cccc(NC(=O)C2CCCN(S(=O)(=O)c3ccc(F)cc3)C2)c1 (stereo unspecified)	104	96	97	86	7	-5	9	105
N/C(=N\OC(=O)COc1cc(Cl)c(Cl)cc1Cl)c1ccccn1	105	101	99	101	1	2	6	111
Cn1ncc(Cl)c1C(=O)N1CCN(c2cccc(Cl)c2)CC1	111	94	102	94	0	-1	3	90
COC(=O)CSc1nnc(-c2ccc(S(=O)(=O)NCc3cccs3)cc2)o1	100	105	103	110	-2	4	15	99
COc1cc(C2SCCS2)cc(Br)c1Oc1ncccc1[N+](=O)[O-]	96	106	99	99	1	1	-1	104
CCC(=O)N1CCc2cc(S(=O)(=O)NCCC(=O)Nc3ccccc3C)ccc21	105	111	106	106	1	16	11	106
COC(=O)/C(C#N)=C/c1c(Oc2cccc(C)c2C)nc2ccccn2c1=O	85	99	88	93	0	5	0	100
O=C1CCCCC(=O)c2ccccc2N1	101	95	98	96	0	1	4	97
Cc1ccccc1Nc1nc(N)nc(CSc2nnnn2-c2ccccc2)n1	110	106	100	106	5	4	4	100
COc1ccc(N2CCN(Cc3nc4scc(-c5ccccc5)c4c(=O)[nH]3)CC2)cc1	101	100	103	100	-1	-8	-4	91
C/C(=N\NC(=O)c1cccc(S(=O)(=O)N2CCOCC2)c1)c1ccco1	99	109	100	111	1	12	4	102
CC12C(=O)N(c3ccccc3C(=O)O)C(=O)C1C1C=CC2C1 (stereo unspecified)	97	93	97	93	3	-1	-3	90
Cc1onc(-c2ccccc2)c1C(=O)Nc1sc2c(c1C#N)CCC2	104	.	102	97	-3	0	8	113
CC(C)(C)NC(=O)/C(=C\C=C\c1ccccc1)NC(=O)c1ccc([N+](=O)[O-])cc1	102	103	102	104	3	5	0	104
Cc1ccc(CCNC(=O)C2CCN(S(=O)(=O)N3CCCCC3)CC2)cc1	109	106	105	101	-1	7	6	103
CC(=O)Oc1ccc2c(c1)OC(c1ccccc1)CC21CC(C)(C)NC(=S)N1 (stereo unspecified)	114	99	91	108	2	-2	1	114
CCOc1cc(C(=O)O)cc(Cl)c1OC	104	102	103	107	2	3	-2	93
CCOCCCNS(=O)(=O)c1ccc(NC(=O)c2ccc([N+](=O)[O-])cc2Cl)cc1	104	99	101	100	3	4	-5	95
COc1ccc(NC(=O)CSc2ccc(C)cc2)cc1	101	95	94	87	0	4	1	104
Cc1cc2occ(CC(=O)NNC(=O)c3ccccc3)c2cc1C	95	99	100	96	3	-4	-3	99
O=C(COc1cccc2ccccc12)N1CCN(c2ccccc2)CC1	96	97	93	98	8	0	1	104
CC(C)C1Nc2ccc(C(=O)NCc3ccco3)cc2NC1=O (stereo unspecified)	98	95	99	99	10	-8	-2	90
O=C(Cn1cnc2ccccc21)Nc1cccc([N+](=O)[O-])c1	91	99	100	90	3	1	2	106
Cc1nnc(N2CCOCC2)c2nn(-c3ccccc3)c(C)c12	102	101	100	102	-2	4	4	92
CCN(CC)C(=O)c1csc(Nc2cccc3ccccc23)n1	108	88	94	94	20	-10	2	86
O=C(CSc1nc2cc(S(=O)(=O)N3CCOCC3)ccc2o1)Nc1c(F)cccc1F	96	93	95	85	3	-15	-10	95
CN(C)S(=O)(=O)N1CCN(C(=O)N2CCCCC2)CC1	107	104	99	98	-1	5	0	102
CC1CCC(NC(=O)CCCn2sc3ccccc3c2=O)CC1 (stereo unspecified)	105	101	97	100	4	4	-8	102

Two entries drawn at random from the list so far:
SMILES	MEP2-GFP yeast	AGP1 TOR yeast	RPL19A-GFP yeast	CIT2-GFP yeast	AHR activator	proCasp3 act	procasp7 counter	LAP4 TOR yeast
Cc1ccccc1Nc1nc(N)nc(CSc2nnnn2-c2ccccc2)n1	110	106	100	106	5	4	4	100
CC1CCC(NC(=O)CCCn2sc3ccccc3c2=O)CC1 (stereo unspecified)	105	101	97	100	4	4	-8	102

The list continues.
SMILES	MEP2-GFP yeast	AGP1 TOR yeast	RPL19A-GFP yeast	CIT2-GFP yeast	AHR activator	proCasp3 act	procasp7 counter	LAP4 TOR yeast
COc1ccc(/C=N/NC(=O)C2C3CCCCC32C)cc1OC (stereo unspecified)	111	117	109	113	8	-4	9	107
Cc1cc(C)c2c(=O)[nH]c(SCC(=O)c3ccc(C)c(C)c3)nc2n1	117	119	119	116	18	1	-8	114
COc1ccc(OC)c(C(c2nnnn2CC2CCCO2)N2CCN(C)CC2)c1 (stereo unspecified)	105	106	100	106	3	0	-4	102
CCOC(=O)CSc1ncc(OC)c(Sc2ccc(OC)cc2)n1	99	93	97	86	0	0	6	108
COc1ccccc1CN(C(=O)c1cnccn1)C(C(=O)NC1CCCCC1)c1cc(OC)c(OC)c(OC)c1 (stereo unspecified)	101	96	101	106	-1	0	6	88
COc1cc(/C=N/N=C2/NC(=O)C(CC(=O)O)S2)ccc1OCc1ccc(Cl)cc1 (stereo unspecified)	92	94	99	99	0	-3	-8	83
O=C(O)CC(Cc1ccccc1)(C(=O)O)c1ccccc1 (stereo unspecified)	102	108	105	110	0	4	3	104
COc1cc(C2CC(C(F)(F)F)n3ncc(C(=O)O)c3N2)cc(OC)c1OC (stereo unspecified)	99	95	99	95	2	1	9	94
O=C(CN1CCN(S(=O)(=O)c2ccc(Cl)c(Cl)c2)CC1)N1CCCC1	131	99	95	100	-2	14	2	110
CCOCC(=O)Nc1sc2c(c1C(=O)OCC)CCCC2	95	99	99	89	0	2	8	95
Cn1c(=O)c2ncn(CC(=O)Nc3cccc(-c4nc5ccccc5s4)c3)c2n(C)c1=O	101	92	98	92	17	-9	2	102
O=C(N/N=C/c1cn(-c2ccccc2)nc1-c1ccc(F)cc1)c1ccc2c(c1)OCO2	107	104	100	101	14	11	0	106
Cc1csc(NC(=O)CN2CCCCCC2)n1	96	97	95	100	2	6	0	96
COCCSc1nnc(NC(=O)c2ccco2)s1	114	97	107	108	5	-3	8	89
CCCNC(=O)C1CCC(CNS(=O)(=O)c2ccc3c(c2)CC(C)N3C(C)=O)CC1 (stereo unspecified)	104	101	99	101	1	8	-1	99
O=C(CN1C(=O)S/C(=C\c2cccc(Cl)c2)C1=O)NCCCn1ccnc1	707*[may fluoresce violet]	?	50*[may fluoresce violet]	?	-1	-6	-3	110[may fluoresce violet]
O=C1c2cccc3cccc(c23)C(=O)N1Cc1ccccc1	94	90	94	86	9	6	-1	95
CCOc1ccc(OCC(=O)N2CCOCC2)cc1	101	55	90	104	6	2	12	88
COc1ccc(OC)c(N2C(=O)CCCC2=O)c1	99	102	101	101	1	-3	5	98
O=C(O)Cc1ccc(NC(=S)NCc2ccco2)cc1	115	110	111	114	-1	11	3	106
Cc1cc(=O)[nH]c(-c2ccccc2O)n1	106	102	101	100	3	-6	1	93
Cc1ccc(OCC(=O)Nc2cccc(S(=O)(=O)N3CCOCC3)c2)c([N+](=O)[O-])n1	100	113	100	99	-1	4	-2	120
COc1ccc(CN(CC2CCCO2)C(=O)c2cc3ccccc3oc2=O)cc1 (stereo unspecified)	95	97	98	99	3	4	-3	93
CN1CCN(c2ccc(NC(=O)c3ccc(C#N)cc3F)cc2Cl)CC1	96	99	96	103	2	-6	2	98
O=C(CCCC(=O)OCC(F)(F)C(F)F)Nc1ccc(NC(=O)CCCC(=O)OCC(F)(F)C(F)F)cc1	101	106	100	101	-1	2	0	97
CC(=O)N1CCN(c2ccc(NCc3ccccc3)cc2)CC1	97	97	100	93	5	-10	-12	100
Cc1ccc(-n2nc(-c3cccs3)cc2C(=O)NCC2CCCO2)c(C)c1 (stereo unspecified)	97	96	98	93	5	-9	-3	95
CN(C)S(=O)(=O)c1ccc(Cl)c(NC(=O)COC(=O)C2CSC3(C)CCC(=O)N23)c1 (stereo unspecified)	103	98	111	106	-3	5	-1	95
Cc1ccccc1CN1CCN(CC(=O)NCc2ccco2)C1=O	104	107	99	103	-4	-5	-10	100
COC(=O)c1cc(NC2c3ccccc3C(=O)N2c2ccc(Cl)cn2)cc(C(=O)OC)c1 (stereo unspecified)	99	106	99	109	-1	3	9	108
C=CCN(CC=C)S(=O)(=O)c1ccc(NC(=S)NC(=O)c2ccc(-c3ccccc3)cc2)cc1	97	99	98	89	-2	-4	-1	115
CC(=O)Nc1ccc(NCc2cccs2)cc1	84	84	93	88	0	6	18	75
Cc1ccc(C(=O)NCc2ccco2)o1	110	105	108	107	-2	4	-4	109
Nc1cc(Oc2ccc(F)cc2F)cc([N+](=O)[O-])c1	105	92	106	99	3	-3	-1	95
